Screening results (PubChem BioAssay)
mIAP inh: blocks mouse intestinal alkaline phosphatase. 0.2% of 330,000 active. inhibition, % at 10 µM. purified mouse IAP, CDP-Star luminescence, 30 min;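 active means inhibition of at least 40% at 10 µM in the primary screen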;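 further: plate controls were DMSO with enzyme for no effect and no enzyme wells for full effect; values of inactives mirror those of a sister screen read the other way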
A3A deaminase: inhibitors of human APOBEC3A DNA deaminase. AID 493011. P31941. recombinant A3A, FAM/TAMRA ssDNA deamination fluorescence. 0.41% of 330,000 active. inhibition, % at 20 µM;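 active means at least 40% inhibition at 20 µM here, with at most 30% in a related deaminase screen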;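 further: plate controls were A3A with DMSO for no effect and wells lacking A3A enzyme for full effect; some results filed as inactive read as strong as hits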
APOBEC3G inh: blocks human APOBEC3G single-stranded DNA deamination | inhibition, % at 20 µM | 0.28% of 330,000 active | Q9HC16 | recombinant A3G, ssDNA deamination FAM/TAMRA fluorescence;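 active means inhibition of at least 40% at 20 µM, with no more than 30% in the related APOBEC3A deaminase screen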;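 further: plate controls were DMSO wells with A3G for no effect and wells lacking A3G enzyme for full effect; some compounds called inactive have numbers as strong as hits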
Target sequence (Q9HC16 whole entry, looked up): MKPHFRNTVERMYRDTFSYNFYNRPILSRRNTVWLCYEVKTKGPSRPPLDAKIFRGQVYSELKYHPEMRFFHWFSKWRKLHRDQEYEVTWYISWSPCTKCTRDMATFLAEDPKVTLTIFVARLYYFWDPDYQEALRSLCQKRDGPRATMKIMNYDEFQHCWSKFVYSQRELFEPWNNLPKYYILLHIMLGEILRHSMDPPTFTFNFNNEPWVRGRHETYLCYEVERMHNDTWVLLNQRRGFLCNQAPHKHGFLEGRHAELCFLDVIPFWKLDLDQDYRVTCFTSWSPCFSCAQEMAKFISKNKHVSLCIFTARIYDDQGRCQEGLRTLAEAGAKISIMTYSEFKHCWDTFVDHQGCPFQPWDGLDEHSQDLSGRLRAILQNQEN
mIAP act: increases mouse intestinal alkaline phosphatase activity. AID 2805. activation factor at 10 µM. muIAP, CDP-Star luminescence, 30 min; stronger effect = higher value; 1 = vehicle-only enzyme signal, 0 = enzyme-free wells. 0.24% of 330,000 active;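 active means activation factor of at least 2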; further: the source names both 10 and 20 µM as test concentration; values of inactives mirror those of a sister screen read the other way
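System: Mouse IAP enzyme | Also added: CDP-Star substrate | Dosing: Compounds dispensed in DMSO | Schedule: 30 min enzyme-substrate-compound incubation at room temperature | Technique: Chemiluminescence readout | Control set: DMSO-only wells and no-enzyme negative control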
MIN6 prolif: inducers of beta-cell replication in MIN6 cells. MIN6 cells proliferation, ATPlite luminescence, 48 h; cells starved in 0.2% serum; 100% = growth in 10% serum. proliferation, % at 10 µM. 0.29% of 330,000 active;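 active means compounds whose signal lies at least 3.5 SD above the mean of all wells on their plate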;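 further: 0% = DMSO-treated cells in low-serum medium and 100% = 10% serum control; some compounds called inactive have numbers as strong as hits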
hIAP inh: human IAP inhibition | P09923 | 0.12% of 330,000 active | inhibition, % at 10 µM | purified IAP, CDP-Star luminescence, 30 min | AID 2544;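 active means inhibition reaching a set limit with compound at 10 µM in the primary screen, cut at about 35% in these data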;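 further: plate controls were DMSO wells with enzyme for no effect and no-enzyme buffer wells for full effect; values of inactives mirror those of a sister screen read the other way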
Target sequence (P09923 whole entry, looked up): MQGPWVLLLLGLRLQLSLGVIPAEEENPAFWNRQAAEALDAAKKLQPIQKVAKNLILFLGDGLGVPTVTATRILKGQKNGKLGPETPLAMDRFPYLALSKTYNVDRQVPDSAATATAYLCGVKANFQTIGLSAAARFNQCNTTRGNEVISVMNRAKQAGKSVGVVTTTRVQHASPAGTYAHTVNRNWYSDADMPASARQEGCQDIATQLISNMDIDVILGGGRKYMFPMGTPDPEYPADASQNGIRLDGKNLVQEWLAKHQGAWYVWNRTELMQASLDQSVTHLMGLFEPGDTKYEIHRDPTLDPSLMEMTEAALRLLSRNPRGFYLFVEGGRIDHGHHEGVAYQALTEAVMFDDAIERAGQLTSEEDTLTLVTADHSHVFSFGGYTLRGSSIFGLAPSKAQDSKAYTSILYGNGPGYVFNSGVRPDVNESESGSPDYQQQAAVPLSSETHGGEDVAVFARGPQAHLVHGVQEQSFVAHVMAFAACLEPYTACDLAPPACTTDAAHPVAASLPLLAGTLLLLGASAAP
hIAP activ: human IAP activation. purified human IAP, CDP-Star luminescence, 30 min; stronger effect = higher value; 1 = vehicle-only enzyme, 0 = enzyme-free background. activation factor at 10 µM. 0.16% of 330,000 active. AID 2524;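 active means activation factor of the enzyme at least 2-fold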; further: the source names both 10 and 20 µM as test concentration; values of inactives mirror those of a sister screen read the other way
GRIN3A LBD mod: modulates the human NR3A ligand-binding domain; NR3A LBD differential scanning fluorimetry, Tm shift; 0% = protein alone, 100% = glycine-bound protein; 2.5% of 340,000 active; Tm shift relative to glycine control, % at 25 µM; AID 1259313;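 active means melting temperature shift of at least 10% of the positive control shift, at one fixed dose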
MPTP block: inhibitors of mitochondrial permeability transition pore. 1.4% of 360,000 active. inhibition, % at 10 µM. isolated mouse mitochondria, Ca2+ swelling absorbance, 30 min;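 active means inhibition of 50% or more, scaled per plate between neutral and stimulator controls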;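 further: 0% = DMSO wells given calcium and 100% = 1 mM EGTA wells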
The depositor's hits bear a star; . = no result given.

SMILES	mIAP inh	A3A deaminase	APOBEC3G inh	mIAP act	MIN6 prolif	hIAP inh	hIAP activ	GRIN3A LBD mod	MPTP block
CCCCOc1ccccc1C(=O)NCCCC(=O)O	3.1	0.1	0.0	0.969	-2.5	-5.0	1.05	-2.1	0.7
CC1CC(C)CN(CCC(=O)Nc2ccc(Br)cc2)C1 (stereo not given)	-11.6	1.0	-5.6	1.12	-3.5	15.0	0.85	0.1	2.0
COC(=O)c1ccc(N2CCN(C)CC2)c(NC(=O)c2cccs2)c1	-3.9	3.2	-0.6	1.04	1.2	14.3	0.857	2.7	-2.4
O=c1nc2s/c(=C\c3ccco3)c(=O)n2nc1Cc1ccc(F)cc1	46.3*	97.2	70.4	0.537	-1.1	13.3	0.867	-0.6	-0.2
O=C(CC1CCCCC1)NC1CCCC1	-0.3	-2.8	-4.8	1	-3.7	-10.0	1.1	1.6	0.4
CCOC(=O)c1c(C)c(C(=O)NCc2ccc3c(c2)OCO3)c(C)n1CC	4.2	-2.1	-0.1	0.958	-0.5	1.0	0.99	-0.4	-0.2
CCOc1ccc(C(C)=O)cc1COC(=O)CN1C(=O)NC2(CCCC2)C1=O	9.8	1.7	-6.1	0.901	2.9	5.2	0.948	-1.2	-0.2
O=C(CNC(=O)c1ccccc1)OCC(=O)c1ccc(Cl)s1	10.0	-3.4	-4.5	0.9	-3.5	2.7	0.973	-0.3	-1.3
CCCCOc1ccc(C(=O)N/C(=C\c2cccc([N+](=O)[O-])c2)C(=O)OCCC)cc1	12.1	-5.0	-6.6	0.879	-2.2	1.2	0.988	-0.1	1.8
N#Cc1ccc(-c2csc(NC(=O)/C=C/c3cccs3)n2)cc1	12.2	-0.8	-4.3	0.878	-2.0	-1.0	1.01	1.8	46.0
O=C(COC(=O)c1ccc(Cl)nc1)Nc1ccc(S(=O)(=O)N2CCCC2)cc1	6.3	0.3	-3.9	0.937	4.1	2.7	0.973	-19.2	1.6
O=C(CN1CCN(Cc2ccccc2)CC1)Nc1cccc(C(F)(F)F)c1	-8.5	0.4	-5.2	1.08	-2.2	-35.0	1.35	2.0	0.3
COc1ccc(C(=O)Nc2ccccc2C(=O)NCCN2CCOCC2)cc1OC	3.2	0.5	-7.9	0.968	-3.2	-28.8	1.29	0.2	4.0
O=C(CSc1nc(=O)n2cc(Cl)ccc2n1)Nc1ccc2c(c1)OCCO2	14.0	2.3	-0.9	0.86	-2.9	15.8	0.842	0.4	-1.5
Cc1ccc(-n2c(C)c3c(C)nnc(C)c3c2C)cc1N	5.5	3.9	-9.2	0.945	3.5	13.5	0.865	-0.8	2.5
O=C(OCC(=O)N1CCOCC1)c1ccccc1OCc1ccccc1	3.9	-4.2	-6.1	0.961	-0.6	5.0	0.95	1.4	-1.9
COc1ccc(S(=O)(=O)N2CCC(C(=O)NC3CC3)CC2)cc1Cl	-6.7	-1.7	-1.7	1.07	-3.0	1.2	0.988	-9.7	-1.1
COc1ccc(CCNC(=O)c2ccccc2C(=O)NCCc2ccc(OC)c(OC)c2)cc1OC	-1.0	2.4	6.6	1.01	-2.2	-2.3	1.02	-1.7	-3.4
Cc1cc(NC(=O)c2cnn3c(C(F)(F)F)cc(-c4ccc(Br)cc4)nc23)no1	18.0	0.1	-7.5	0.82	-0.9	-1.2	1.01	1.3	0.0
CCc1ncc(CN2CCCC(C(=O)Nc3cccc(-c4cccc(C)c4)c3)C2)cn1 (stereo not given)	-1.3	-5.7	-4.5	1.01	-4.1	-26.5	1.26	-4.1	0.5
Cn1nc(C(F)(F)F)c2cc(C(=O)Nc3ccc(F)cc3F)sc21	2.5	-0.4	-4.0	0.975	-0.4	-8.2	1.08	-0.6	0.1
O=S(=O)(c1ccc(Br)cc1)n1c(Cc2ccccc2)nc2ccccc21	5.3	0.5	-3.7	0.947	-2.6	-2.6	1.03	-1.2	7.0
Cc1csc2nc(CCNS(=O)(=O)c3cccs3)cn12	-6.6	-5.6	-15.4	1.07	0.1	-26.9	1.27	-12.2	-1.8
CC[N+]1=CN(c2ccccc2)C(C)=CC1(C)C	1.7	60.8*	24.0	0.983	-1.0	-6.8	1.07	1.6	0.8
CCCCC(C(=O)N/N=C/c1ccccn1)C(=O)N/N=C/c1ccccn1	14.0	3.4	5.9	0.86	-0.4	-56.1	1.56	0.2	-1.1

Brought forward from above: three compounds; new compounds follow.
SMILES	mIAP inh	A3A deaminase	APOBEC3G inh	mIAP act	MIN6 prolif	hIAP inh	hIAP activ	GRIN3A LBD mod	MPTP block
Cc1csc2nc(CCNS(=O)(=O)c3cccs3)cn12	-6.6	-5.6	-15.4	1.07	0.1	-26.9	1.27	-12.2	-1.8
CC[N+]1=CN(c2ccccc2)C(C)=CC1(C)C	1.7	60.8*	24.0	0.983	-1.0	-6.8	1.07	1.6	0.8
CCCCC(C(=O)N/N=C/c1ccccn1)C(=O)N/N=C/c1ccccn1	14.0	3.4	5.9	0.86	-0.4	-56.1	1.56	0.2	-1.1
O=C(Nc1cc(C(=O)N2CCN(c3ccccc3)CC2)ccc1Cl)c1cccs1	3.5	3.2	-1.1	0.965	-3.1	6.5	0.935	-0.9	-0.1
CCC(CC)C(=O)N1CC(=O)Nc2ccc(C)cc2C1c1ccccc1 (stereo not given)	6.9	-0.1	1.9	0.931	2.3	4.7	0.953	1.7	-0.6
CCOC(=O)c1cccc(NC(=O)C2(S(=O)(=O)c3ccc(Cl)cc3)CC2)c1	-1.6	-0.5	-11.6	1.02	-4.1	-1.9	1.02	4.0	7.2
Cc1ccccc1N(Cc1ccccc1F)S(C)(=O)=O	1.7	2.4	-1.5	0.983	-2.3	0.5	0.995	-0.1	1.2
O=C(NCC(c1ccco1)N1CCc2ccccc2C1)c1ccc(F)cc1 (stereo not given)	6.7	0.3	-2.3	0.933	-2.4	17.1	0.829	1.8	-0.8
CN(C)C(CNC(=O)CCNC(=O)c1ccc(Br)cc1)c1ccco1 (stereo not given)	4.7	2.7	-2.5	0.953	-2.9	-4.5	1.04	0.8	1.2
O=C(CSc1ncn[nH]1)NCc1ccccc1Cl	-5.5	-7.1	-2.0	1.05	0.8	-2.5	1.02	-0.7	-1.5
COc1cc(/C=N/NC(=S)NCCN2CCOCC2)cc(OC)c1O	-4.9	5.3	-4.6	1.05	2.2	3.9	0.961	-3.8	0.0
CCOc1cccc(C(=O)NC(=S)Nc2ccc3c(c2)OCCO3)c1	18.7	2.6	-3.8	0.813	-6.6	11.1	0.889	-3.2	-0.8
COC(=O)c1cc(COC(=O)c2ccc3ccccc3n2)oc1C	-9.4	-0.2	-7.1	1.09	2.3	11.6	0.884	-0.3	-2.5
O=C(Nc1ccc(S(=O)(=O)N2CCOCC2)cc1)c1ccc(CN2CCc3ccccc3C2)cc1	5.9	-20.9	-8.6	0.941	-6.0	-17.8	1.18	-3.0	.
NS(=O)(=O)c1ccc(CCNC(=S)NC2CCCC2)cc1	-3.1	1.2	-3.0	1.03	4.2	12.1	0.879	0.5	-0.2
C=CCSc1nnc(NC(=O)C2=COCCO2)s1	8.5	-1.2	-10.2	0.915	-5.2	-4.1	1.04	1.0	0.6
O=C(COC(=O)c1ccc([N+](=O)[O-])o1)NCc1ccc2c(c1)OCO2	5.4	-2.6	-5.6	0.946	-2.8	-16.2	1.16	4.7	-3.0
O=C(Nc1ccc(F)cc1)N1CCN(c2ccc3nnc(-c4ccc(F)cc4)n3n2)CC1	3.7	-1.3	-7.6	0.963	-2.5	13.8	0.862	-10.2	-2.7
Cc1ccc2[nH]c(=O)c(CN(CCCN(C)C)C(=O)Nc3cccc(Cl)c3)cc2c1	31.9	7.9	0.9	0.681	-6.0	-4.0	1.04	-1.1	1.0
Cc1cccc(NC(=O)Cc2ccc(NC3=NC4CS(=O)(=O)CC4S3)cc2)c1 (stereo not given)	10.0	-4.4	-2.3	0.9	-0.7	3.8	0.962	-1.6	0.4
Cc1cc(C)cc(N(CCC(=O)O)S(=O)(=O)c2ccc(Cl)cc2)c1	10.9	0.6	-1.8	0.891	3.3	-1.1	1.01	-2.7	0.7
COc1ccccc1N1CCN(C(=O)C(C)NC(=O)c2cccc([N+](=O)[O-])c2)CC1 (stereo not given)	7.8	-1.7	-6.7	0.922	0.0	-9.0	1.09	-0.6	0.2
Cc1c2ccccc2nc2ccccc12	4.5	7.9	-5.4	0.955	-1.8	8.5	0.915	0.9	9.0
COc1ccc(C(=O)CSc2nn3c(=O)c(C(C)(C)C)nnc3s2)cc1	11.8	-1.4	-3.9	0.882	-4.0	-2.1	1.02	-0.4	-1.7
Cc1cc(=O)oc2c(C)c(OC(C)C(=O)NCCCN3CCCC3=O)ccc12 (stereo not given)	5.5	-1.7	-1.4	0.945	-0.8	0.3	0.997	0.1	-1.7
c1ccc(OCCOCCN2CCc3ccccc3C2)cc1	-6.9	2.8	2.1	1.07	2.5	14.5	0.855	-0.1	0.4
CCN=C1SC(C(=O)Nc2ccc(OC)cc2)CC(=O)N1CC (stereo not given)	4.6	-0.9	-7.2	0.954	2.4	-9.4	1.09	0.0	-0.7
Cc1ccc(C2=NN(C(=O)CSc3nccn3C)C(c3ccco3)C2)cc1 (stereo not given)	2.2	-1.8	-7.8	0.978	-2.3	2.2	0.978	1.5	0.6

Other results follow:
SMILES	mIAP inh	A3A deaminase	APOBEC3G inh	mIAP act	MIN6 prolif	hIAP inh	hIAP activ	GRIN3A LBD mod	MPTP block
CC(C)Sc1nc2c(c(=O)[nH]c(=O)n2C)n1Cc1ccc(Cl)cc1	-1.9	-0.3	5.1	1.02	-1.6	1.2	0.988	-4.1	1.6
O=S(=O)(N1CCCCCC1)N1CCN(S(=O)(=O)N2CCOCC2)CC1	1.7	0.0	-1.3	0.983	-0.7	-22.2	1.22	-2.2	0.2
Cc1ccc2c(=O)[nH]c(Nc3nc(C)cc(-c4ccccc4)n3)nc2c1	16.0	8.6	8.0	0.84	-5.4	-57.4	1.57	-0.1	1.4
Cc1csc2nc(CNS(=O)(=O)c3ccc4c(c3)OCCO4)cn12	2.3	-4.2	-5.4	0.977	1.9	15.6	0.844	-1.2	0.0
CC(=O)c1ccccc1OCCn1nnc(-c2ccc(C)cc2)n1	7.6	-4.0	-7.2	0.924	-0.1	-4.6	1.05	-27.4	3.7
Cc1ccc(OCCCN2C(=O)C(=O)c3cccc(C)c32)cc1	4.2	-0.3	-4.9	0.958	-6.8	3.9	0.961	-1.8	-18.0
COc1ccc(CCNC(=O)c2ccc(CS(=O)(=O)c3ccc(C)cc3)o2)cc1OC	-2.2	10.6	-0.2	1.02	-1.2	-1.3	1.01	0.0	0.3
CC(C)c1ccc(NC(=O)N(CCc2nc3ccccc3[nH]2)C2CCCC2)cc1	-28.3	-2.9	-7.4	1.28	-5.6	-0.2	1	-5.6	57.5*
Cc1onc(-c2ccccc2)c1C(=O)n1cc(Br)cn1	6.1	0.2	-1.9	0.939	-0.1	0.7	0.993	-2.2	-1.3
CS(=O)(=O)c1ccc2c(c1)SC1=NC(=O)/C(=C/c3ccco3)C(=N)N12	25.2	41.6*	25.6	0.748	-1.6	-10.9	1.11	-2.5	4.0
COc1ccc2nc(NC(=O)CSc3cn[nH]n3)sc2c1	6.0	-2.1	-5.0	0.94	-3.3	-11.0	1.11	-14.1	-1.0
Cc1cc(=O)[nH]c(SCC(=O)N2CCCCCC2)n1	-12.8	0.0	-0.3	1.13	-2.3	-28.2	1.28	4.3	-1.3
CCCCn1c(N)c(N(CCOC)C(=O)c2ccc(-c3ccccc3)cc2)c(=O)[nH]c1=O	5.5	0.9	-6.8	0.945	-1.0	-9.4	1.09	1.1	-1.4
